# Compound activity: PubChem, several laboratories
# LYP phosphatase = PTPN22 lymphoid phosphatase activity blockers – biochemical, fluorescence intensity, uHTS (AID 1779); hit rate 0.054% among 290,000; inhibition, % at 11.5 µM; hits with a dose series show IC50 in µM; recombinant LYP phosphatase, fluorescence intensity; higher % means a stronger effect;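 also: plate controls were vehicle with enzyme for no effect and no enzyme for full effect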
# XIAP antagonists = small molecules displacing peptide from XIAP – biochemical, IAP family, fluorescence polarization (AID 1018). displacement, % at 20 µM, or IC50 in µM where a hit was titrated. hit rate 0.007% among 200,000. XIAP BIR domain, fluorescence polarization peptide displacement; higher % means a stronger effect; in the data active = displacement above about 50%; also: a part of the inactive calls stands beside numbers as strong as those of hits
# AID2073 = inhibitors of Mint1-CaV2.2 protein interaction, biochemical, HTRF (AID 2073); hit rate 0.19% among 290,000; one-dose inhibition, % at 20 µM; IC50 in µM for titrated hits; HTRF protein-protein interaction, Mint1-CaV2.2; higher % means a stronger effect; in the data active = inhibition mostly above about 51%, no sharp cut-off; also: some results filed as inactive read as strong as hits
# SIAH1 antagonists = blockers of Siah-1 interaction with plectin peptide – biochemical, fluorescence polarization, rhodamine-plectin, uHTS, primary screen (AID 1817); hit rate 0.02% among 290,000; displacement, % at 20 µM; hits with a dose series show IC50 in µM; Siah-1 / rhodamine-plectin peptide fluorescence polarization; higher % means a stronger effect;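 active = displacement of at least 50% at 20 µM, with a fluorescence ratio check between 0.3 and a set limit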;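 also: plate controls were Siah plus tracer with DMSO for no effect and tracer alone without Siah for full effect; strong numbers were not always called active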
# Lipid droplet = hepatic lipid droplet formation modulation | AML12 mouse hepatocytes, oleate lipid droplets, BODIPY imaging | inhibition, % at 6.5 µM | hit rate 0.4% among 240,000 | AID 1656;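 active = lipid droplet intensity inhibited by at least 50%, with more than 500 cells counted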
#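 Assay system: AML12 mouse liver cells | Compound: 6.5 µM single-point dosing | Schedule: Overnight exposure | Technique: Fluorescence imaging, 20x objective, two fields per well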
# HIV peptide binding = inhibitors of HIV fusion peptide binding, primary screen, biochemical, uHTS, fluorescence dequenching (AID 1986); cell-free peptide binding, fluorescence dequenching, 30 min; higher % means a stronger effect; one-dose inhibition, % at 20 µM; IC50 in µM for titrated hits; hit rate 0.3% among 290,000; in the data active = inhibition mostly above about 52%, no sharp cut-off; inactive = mostly below about 76%; also: some results filed as inactive read as strong as hits
# HEK293 NOD2/NF-kB = NOD2 signaling inhibitors, cell-based, luminescence, uHTS, HEK293 (AID 1566); HEK293 NOD2/NF-kB luciferase reporter, luminescence; higher % means a stronger effect; inhibition, % at 4 µM, or EC50 in µM where a hit was titrated; hit rate 0.63% among 290,000; also: many of its hits are not listed in these tables
# NS5 inhibitors = flavivirus cap methylation enzyme inhibition – biochemical, confirmation dose response, primary screen (AID 588689); Dengue-2 NS5 methyltransferase capping enzyme assay, biochemical; higher % means a stronger effect; hit rate 0.3% among 340,000; inhibition, % at 25 µM; hits with a dose series show IC50 in µM; in the data active = a potency from the dose series
# Myeloid diff MLP = compounds promoting myeloid differentiation; hit rate 1% among 360,000; calls only at 10 µM; AID 624256; ER-HoxA9 myeloid progenitors, lysozyme-GFP differentiation, flow cytometry;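 active = normalized GFP-positive differentiation at or above the plate's own cutoff, the solvent-only control mean plus 3 SD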;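 also: cells exposed to compound for four days before flow analysis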
# Lipid droplet cells 6.5 µM = also measured in Lipid droplet; calls as there; cell count; measured here: cell count, cytotoxicity flag;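 cells counted across two imaged fields per well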
# NS5 inhibitors pilot replicate = recorded beside NS5 inhibitors, whose call it bears; inhibition, %; measured here: pilot screen replicate inhibition
# Myeloid diff MLP GFP+ MAC1+ % = second read-out of Myeloid diff MLP, no call of its own (marks repeat the call); GFP+ MAC1+ double positive, %; measured here: differentiation confirmed by MAC1 staining
# Numbers without * were called inactive; i = inactive; . = no result given; + = active, no number. Rule as the data show it, unless noted: active = inhibition above about 50%; inactive = the rest. A portion of the library. The share of hits here may be higher or lower than overall.
SMILES,LYP phosphatase,XIAP antagonists,AID2073,SIAH1 antagonists,Lipid droplet,Lipid droplet cells 6.5 µM,HIV peptide binding,HEK293 NOD2/NF-kB,NS5 inhibitors,Myeloid diff MLP,Myeloid diff MLP GFP+ MAC1+ %,others
Cc1ccc(NC2CC(=O)N(c3ccc(C)cc3)C2=O)cc1 (centres undefined),-2%,-7.7%,9%,-2%,3,752,2.7%,-8%,-2%,i,0.5,
CCOC(=O)c1c(C)oc(NC(=O)CCl)c1C(=O)OCC,-1%,-3.3%,3%,2%,7,747,10%,-2%,-10%,i,0.3,
CC(C)CC(c1nnnn1CC1CCCO1)N1CCN(c2nc3ccccc3s2)CC1 (centres undefined),0%,-5.6%,-6%,-3%,.,.,0.0%,-5%,-7%,i,1.4,
CC(=O)c1ccc(N2CCN(C(=O)Nc3cccc(F)c3)CC2)cc1,-2%,-3.0%,-8%,13%,1,729,2.3%,15%,-5%,i,0.3,
Cc1cc(Oc2ccccc2)nc(SCC(=O)Nc2ccc(Cl)c(Cl)c2)n1,1%,-6.9%,-3%,4%,.,.,5.2%,8%,6%,i,0.7,NS5 inhibitors pilot replicate=0.3
Cc1cc(C(=O)N2CCN(S(=O)(=O)c3ccccc3F)CC2)c(C)o1,-5%,-2.4%,13%,5%,7,697,-1.8%,18%,-3%,i,0.4,
OC(C[n+]1ccccc1)c1ccccc1 (centres undefined),-5%,.,2%,5%,5,840,-0.2%,1%,6%,i,0.6,
Cc1ccc(C2NC(=O)c3sc(=S)n(-c4ccccc4)c3N2)cc1 (centres undefined),-3%,-4.9%,44%,0%,-10,466,-1.8%,15%,2%,i,0.8,
O=C(O)[C@H]1CCCC[C@H]1C(=O)Nc1ccc(S(=O)(=O)N2CCOCC2)cc1,-12%,.,-6%,-6%,-4,800,0.7%,16%,-9%,.,.,
COc1ccc(CC(=O)OCC(=O)Nc2ccc(C(=O)Nc3ccc(OC)cc3)cc2)cc1,-12%,-0.2%,45%,4%,5,674,13%,4%,-2%,i,0.3,
CS(=O)(=O)N(Cc1ccccc1)c1ccccc1C(=O)N1CCN(c2ccccc2)CC1,5%,1.6%,13%,0%,-13,783,-2.2%,-8%,-2%,i,0.5,
O=C(CCCn1c(=O)oc2ccccc21)N1CCN(c2ccccn2)CC1,1%,.,0%,2%,-12,830,0.6%,-35%,-6%,.,.,
O=C(COC(=O)Cc1cccs1)Nc1ccc(F)c(F)c1F,-2%,0.8%,-2%,-1%,8,777,-1.6%,6%,-10%,i,0.5,
NS(=O)(=O)c1ccc(NC(=O)CN2CCc3ccccc32)cc1,-3%,.,27%,9%,5,683,0.6%,7%,-2%,i,0.2,
COc1ccc(OC)c(NC(=O)CN(c2ccc(OC)c(Cl)c2)S(C)(=O)=O)c1,0%,-3.8%,-5%,-1%,.,.,3.5%,6%,-7%,i,1.4,
COc1cccc(OCCNc2cc(N3CCOCC3)ccc2[N+](=O)[O-])c1,-1%,-17%,14%,2%,-59,714,-1.9%,-3%,-7%,i,0.6,
C=CCn1c(=O)c2ccccc2n2c(SCC(=O)NC(C)C)nnc12,-7%,.,13%,10%,-2,820,0.8%,9%,-5%,i,0.1,
COc1ccc(C(=O)N2CCC(C(=O)N3CCN(c4ccccc4)CC3)CC2)cc1,-5%,.,1%,4%,-6,644,1.8%,4%,-3%,i,2.2,
COc1ccc(/C=N/NC(=O)c2ccccc2OC)cc1COc1ccccc1[N+](=O)[O-],-3%,.,13%,5%,0,852,-3.1%,22%,-8%,i,4.1,
Cc1cccc(NC(=O)C2COc3ccccc3O2)c1 (centres undefined),-7%,.,13%,0%,.,.,-0.1%,-44%,-5%,i,0.6,

# Among those listed so far, these contain a furan ring, fused or not:
SMILES,LYP phosphatase,XIAP antagonists,AID2073,SIAH1 antagonists,Lipid droplet,Lipid droplet cells 6.5 µM,HIV peptide binding,HEK293 NOD2/NF-kB,NS5 inhibitors,Myeloid diff MLP,Myeloid diff MLP GFP+ MAC1+ %,others
CCOC(=O)c1c(C)oc(NC(=O)CCl)c1C(=O)OCC,-1%,-3.3%,3%,2%,7,747,10%,-2%,-10%,i,0.3,
Cc1cc(C(=O)N2CCN(S(=O)(=O)c3ccccc3F)CC2)c(C)o1,-5%,-2.4%,13%,5%,7,697,-1.8%,18%,-3%,i,0.4,

# By substructure, the entries above with fluorine (three)
SMILES,LYP phosphatase,XIAP antagonists,AID2073,SIAH1 antagonists,Lipid droplet,Lipid droplet cells 6.5 µM,HIV peptide binding,HEK293 NOD2/NF-kB,NS5 inhibitors,Myeloid diff MLP,Myeloid diff MLP GFP+ MAC1+ %,others
CC(=O)c1ccc(N2CCN(C(=O)Nc3cccc(F)c3)CC2)cc1,-2%,-3.0%,-8%,13%,1,729,2.3%,15%,-5%,i,0.3,
Cc1cc(C(=O)N2CCN(S(=O)(=O)c3ccccc3F)CC2)c(C)o1,-5%,-2.4%,13%,5%,7,697,-1.8%,18%,-3%,i,0.4,
O=C(COC(=O)Cc1cccs1)Nc1ccc(F)c(F)c1F,-2%,0.8%,-2%,-1%,8,777,-1.6%,6%,-10%,i,0.5,

# Continuation:
SMILES,LYP phosphatase,XIAP antagonists,AID2073,SIAH1 antagonists,Lipid droplet,Lipid droplet cells 6.5 µM,HIV peptide binding,HEK293 NOD2/NF-kB,NS5 inhibitors,Myeloid diff MLP,Myeloid diff MLP GFP+ MAC1+ %,others
CCc1nnc(NC(=O)CSc2nnc(-c3ccccc3O)o2)s1,-9%,-11%,-6%,2%,6,760,4.4%,-12%,7%,i,0.1,
CC(C)(C)OCC(NC(=O)C(CC(N)=O)NC(=O)OC(C)(C)C)C(=O)OC(C)(C)C (centres undefined),-5%,-3.1%,4%,1%,.,.,0.3%,5%,-3%,i,1.0,
N#Cc1cc2c([nH]c1=S)CCCCCC2,-2%,-21%,-51%,3%,.,.,-0.7%,-5%,-8%,i,0.0,
O=C1CC(N2CCN(c3ccc(F)cc3)CC2)C(=O)N1Cc1cccs1 (centres undefined),-6%,-5.2%,-1%,0%,14,686,-1.3%,10%,.,i,0.5,
CC(C)Cc1nnc(NC(=O)CCC(=O)N2CC(C)CC(C)C2)s1 (centres undefined),-10%,.,-7%,-2%,14,740,1.6%,8%,-1%,i,7.1,
Cn1c(COc2ccccc2)nnc1SCCC(=O)Nc1ccccc1,-7%,-8.4%,18%,7%,-5,796,-1.0%,10%,-1%,i,0.8,
CCOc1ccccc1NC(=O)CSc1n[nH]c(N)n1,-6%,.,8%,0%,12,682,0.0%,8%,-1%,i,0.6,
COc1cc2c(cc1OC)C(c1ccc(C)o1)CC(=O)N2 (centres undefined),0%,-0.1%,-22%,1%,-16,690,0.8%,-4%,-1%,i,1.4,
CCN1CCN(Cc2ccc(NC(=O)c3ccc(C)c(NC(=O)c4cccc(-c5cn[nH]c(=O)c5)c4)c3)cc2C(F)(F)F)CC1,-5%,.,7%,-4%,.,.,-0.7%,20%,-3%,i,1.4,
CCOC(=O)CCNC(=O)N1CCCC(C(=O)c2cccc(OC(C)C)c2)C1 (centres undefined),-10%,.,10%,11%,0,811,1.1%,16%,-1%,i,0.4,NS5 inhibitors pilot replicate=2.4
Cc1ccc(C(c2c(O)nc3n(c2=O)CCS3)c2c(O)nc3n(c2=O)CCS3)cc1,4%,2.3%,0%,-2%,9,659,11%,4%,84µM*,i,0.7,
COc1cc(C(=O)N/N=C/c2sc(N3CCOCC3)nc2-c2ccccc2)cc(OC)c1OC,0%,-2.3%,4%,2%,6,639,-2.6%,26%,-5%,i,0.4,
O=S(=O)(c1ccc(-c2n[nH]c(=S)o2)cc1)N1CCCC1,-1%,.,5%,6%,0,805,-0.2%,-16%,-4%,i,0.4,
COc1ccc(N2CCN(c3nc4c(C)cccn4c(=O)c3C=C(C#N)C#N)CC2)cc1,1%,.,12%,-4%,20,864,-0.2%,-1%,-5%,i,0.3,
O=C(Nc1cnc2ccccc2c1)c1ccncc1,-5%,0.6%,-2%,0%,.,.,-3.8%,-72%,-3%,i,1.1,
COc1ccc(/C=C2\SC(=S)N(C(Cc3ccccc3)C(=O)O)C2=O)cc1 (centres undefined),1%,-5.1%,48%,-1%,-1,719,38%,-9%,21%,i,0.1,
CCOC(=O)C1CCCN(C(=O)C(=O)c2cn(CC(=O)N3CCOCC3)c3ccccc23)C1 (centres undefined),-6%,.,-1%,4%,-22,671,-2.1%,-3%,-1%,i,0.5,
CCOC(=O)C1CCN(S(=O)(=O)c2cccc(-c3csc(C)n3)c2)CC1,5%,-0.7%,-5%,11%,-4,687,1.0%,2%,-3%,i,0.7,
NC(=O)CSc1nc2ccccc2n1Cc1ccccc1,-6%,-1.6%,8%,6%,-8,699,-1.1%,8%,2%,i,0.2,
CCCN1CCN(CCCNC(=O)CCCn2nc(C)c3sc4ccccc4c3c2=O)CC1,-6%,.,10%,1%,-3,756,1.1%,8%,0%,i,1.2,
COc1ccccc1C(=O)NCC(=O)OCC(=O)c1ccc2c(c1)-c1ccccc1C2,4%,-2.2%,38%,10%,-2,670,2.9%,17%,-12%,i,3.5,
Cc1cc(N2CCCC2=O)cc(C)c1S(=O)(=O)NCCOc1ccccc1,-7%,3.4%,2%,4%,-3,671,-1.9%,4%,-7%,i,2.4,
COc1cc2nc(CN(C)Cc3ccc(F)cc3)[nH]c(=O)c2cc1OC,0%,2.7%,10%,-1%,26,697,0.8%,-5%,-6%,i,0.6,
C(=N\N(c1ccccc1)c1ccccc1)/c1ccc(N2CCOCC2)s1,2%,0.4%,1%,-8%,12,626,2.7%,12%,-24%,+,2.3*,
O=C(COc1ccc(S(=O)(=O)N2CCCC2)cc1)N1CCCCC1,-7%,.,48%,-3%,-12,802,-0.5%,4%,-7%,i,0.2,
COc1ccc(C(=O)NC(=S)NNC(=O)c2ccco2)cc1,-2%,.,-39%,-10%,-2,808,-1.3%,-23%,-4%,i,0.2,
CCOC(=O)N1CCN(CC(=O)N2CCC(C(N)=O)CC2)CC1,-6%,-4.7%,1%,8%,16,703,-0.8%,-5%,-15%,i,0.1,
COCCN(Cc1ccccc1)C(=O)c1cc(-c2ccc(OC)c(OC)c2)nc2ccccc12,-4%,.,25%,1%,-15,825,-1.6%,.,10%,i,1.0,
CC(=O)Nc1ccc(NC(=O)C2CCC(N3C(=O)C4C5C=CC(C6CC56)C4C3=O)CC2)cc1 (centres undefined),-10%,.,11%,-6%,35,799,-0.5%,12%,-3%,i,3.5,
C=CCN1CCN(C(=O)CSc2ccccc2)CC1,-5%,.,9%,-2%,7,802,-1.6%,6%,.,i,0.4,
CC(NC(=O)C1CCN(S(=O)(=O)c2ccccc2)CC1)c1ccccc1 (centres undefined),-8%,.,6%,1%,-10,842,-2.0%,-9%,-3%,i,6.7,
CCOC(=O)C1CCN(C(=O)c2ccc(OC3CCN(C(=O)COC)CC3)cc2)CC1,-12%,.,2%,-5%,0,822,0.9%,-6%,0%,i,0.8,
C=CC(C)n1c(Br)nc2c1c(=O)[nH]c(=O)n2C (centres undefined),-12%,-4.1%,-1%,-6%,.,.,-1.5%,-11%,-1%,i,18,
COCC(=O)N1CCC(Oc2ccc(C(=O)NCCc3ncccc3C)cc2)CC1,-13%,.,10%,-7%,20,791,-0.6%,-5%,-9%,i,1.8,
